High-throughput results as filed in PubChem BioAssay.
GalR3 antagonist – blocks the human galanin receptor 3; HEK293 GalR3-CNG cAMP membrane potential fluorescence; galR3 body fused to GalR1 C-terminus; 360,000 tested, 0.44% active; inhibition, % at 3 µM;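 active means inhibition above the screen-wide average plus 3 SD, cut at about 13% in these data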;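 further: forskolin and galanin both at EC90 stimulate the cells; cAMP rise reported by CNG channel membrane potential dye signal; 0% = forskolin plus galanin with DMSO and 100% = forskolin alone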
Target sequence (O60755 1-299 limits assumed): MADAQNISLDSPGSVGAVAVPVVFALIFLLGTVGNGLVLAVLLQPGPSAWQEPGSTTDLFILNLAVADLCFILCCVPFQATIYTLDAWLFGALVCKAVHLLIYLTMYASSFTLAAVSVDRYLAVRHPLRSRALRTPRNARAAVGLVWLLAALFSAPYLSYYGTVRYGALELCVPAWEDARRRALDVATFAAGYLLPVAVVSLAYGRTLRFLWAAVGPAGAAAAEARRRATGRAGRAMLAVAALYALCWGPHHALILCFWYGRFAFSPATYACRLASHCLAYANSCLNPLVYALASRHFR
p-CIP stab down – p/CIP protein destabilization; Q05BA5; F442A p/CIP-EGFP cells, EGFP fluorescence, 16 h; decrease of EGFP signal, % at 10 µM; 290,000 tested, 0.01% active;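 active means EGFP signal decrease of at least 30% at 10 µM or well 3 SD below plate mean, unless failing retest; inactive means the rest, including hits failing retest or dose response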; further: some compounds called inactive have numbers as strong as hits; many of its hits are not listed in these tables
IDE cell inh – cellular human IDE inhibition; 320,000 tested, 0.41% active; HEK cells, FAbetaB cleavage, fluorescence polarization; inhibition, % at 5.59 µM; P14735;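 active means percent inhibition above the average of all tested compounds plus 3 SD, set per screening campaign, cut at about 16% in these data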;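 further: IDE supplied by intact live HEK cells; FP after avidin binding of uncleaved biotin substrate so inhibition keeps polarization high; 0% = DMSO wells and 100% = 60 µM reference IDE inhibitor Ii1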
SUMO HTRF inh – inhibitors of human SUMOylation (UBC9); AID 2006; 290,000 tested, 0.36% active; HTRF SUMOylation assay, SAE1/SAE2 + UBC9, in vitro; P63279; inhibition, % at 35 µM; in the data active means inhibition above about 50%, passing the limit was not always enough; further: strong numbers were not always called active
Target sequence (P63279 whole entry, looked up): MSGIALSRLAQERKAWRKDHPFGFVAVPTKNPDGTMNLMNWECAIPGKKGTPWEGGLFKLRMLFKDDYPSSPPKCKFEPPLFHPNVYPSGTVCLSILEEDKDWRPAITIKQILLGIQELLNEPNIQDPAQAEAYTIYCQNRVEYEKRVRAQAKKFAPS
IDE act – boosts human insulin-degrading enzyme activity in HEK cells; FAbeta-B cleavage, fluorescence polarization; 0% vehicle, 100% cell-free pure enzyme wells; activation, % at 5.96 µM; 340,000 tested, 0.073% active;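 active means activation above the mean of all tested compounds plus 3 SD, set per screening campaign, cut at about 17% in these data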
VIM-2 inh – blocks Pseudomonas aeruginosa VIM-2 metallo-beta-lactamase. 290,000 tested, 0.89% active. inhibition, % at 5.6 µM. AID 1527. purified VIM-2, nitrocefin hydrolysis, epi-absorbance fluorescence;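 active means inhibition above the mean of all tested compounds plus 3 SD, cutoff set per screening run, cut at about 7.5% in these data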;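 further: red hydrolysis product quenches plate fluorescence so inhibitors raise well fluorescence; 0% = enzyme with DMSO and 100% = DMSO without enzyme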
CRFR2-BP antag – CRF-BP/CRF-R2 complex antagonism; 350,000 tested, 0.59% active; HEK293 CRF-R2/CRF-BP, CRF-induced calcium fluorescence; AID 588475; inhibition, % at 11.8 µM;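 active means inhibition of the ligand-induced calcium signal above about 50% at the single tested concentration, limit read from the data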
IMP-1 inhibitor – blocks Pseudomonas aeruginosa IMP-1 metallo-beta-lactamase; purified IMP-1, nitrocefin hydrolysis, epi-absorbance fluorescence; inhibition, % at 5.6 µM; 290,000 tested, 0.45% active; AID 1556;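 active means inhibition above the mean plus 3 SD of all compounds in the same screening run, cut at about 4.5% in these data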;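 further: 0% = IMP-1 with DMSO and 100% = DMSO wells lacking enzyme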
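System: purified IMP-1 / Input: IMP-1 dispensed at 0.2 nM / Medium: 50 mM HEPES pH 7.1, 50 µM ZnSO4, 0.05% Brij 35 / Timing: 15 min enzyme–compound preincubation, then 25 min nitrocefin reaction, 25 °C / Technique: plate fluorescence quenching by hydrolysis product, ex 480/em 530 nm / Repeats: singlicate testing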
NS3 helicase inh – inhibitors of Hepatitis C virus NS3 helicase | NS3 helicase DNA unwinding, Cy5 molecular beacon fluorescence | inhibition, % at 10.9 µM | 290,000 tested, 0.56% active | AID 1800;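 active means inhibition above the mean of all tested compounds plus 3 SD, set per campaign, cut at about 35% in these data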;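 further: 0% = DMSO wells and 100% = thioflavine S control wells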
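Compound dosing – single dose, 10.9 µM nominal final, DMSO 0.8% final · System – NS3 helicase fragment of HCV · Buffer or medium – MOPS pH 6.5, MgCl2, DTT, Tween20, BSA · Signal – Cy5 beacon fluorescence read at start and 1 h · Also added – annealed dual-labelled DNA beacon duplex, ATP-started · Schedule – 1 h at 25 °C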
* = called active by the depositor; . = no result given.

molecule | GalR3 antagonist | p-CIP stab down | IDE cell inh | SUMO HTRF inh | IDE act | VIM-2 inh | CRFR2-BP antag | IMP-1 inhibitor | NS3 helicase inh
Cc1c(C(c2ccc(N(C)C)cc2)c2c(C)n(C)n(-c3ccccc3)c2=O)c(=O)n(-c2ccccc2)n1C | -1 | -4 | -4 | 4 | 1 | -3.0 | 54* | -2.6 | -9
Cc1cc(/C=N/NC(=O)C(=O)NCc2ccccn2)c(C)n1-c1ccccc1 | -4 | -10 | -4 | 7 | -1 | -6.2 | 0 | -5.2 | 22
O=C(COC(=O)c1ccc([N+](=O)[O-])o1)Nc1nc2ccccc2s1 | -2 | 6 | -3 | -13 | 3 | -0.8 | -7 | -0.6 | 3
CNC(=O)c1ccc(NC(=O)c2cc(S(=O)(=O)N(C)C)ccc2N2CCCC2)cc1 | 1 | . | -3 | . | 5 | . | -3 | . | .
Cc1ccc(NS(=O)(=O)c2ccc(/C=C/C(=O)O)cc2)cc1Cl | -1 | 6 | -6 | 3 | -2 | -4.2 | -8 | -1.1 | 31
Cc1ccc(NC(=S)Nn2cnnc2)c(C)c1 | 1 | -1 | . | 4 | 2 | -3.5 | . | -4.0 | 8
Cn1c(COc2ccccc2)nnc1SCCC(=O)Nc1ccccc1 | 6 | 0 | -3 | 12 | 4 | -2.8 | 6 | -3.1 | 4
COc1ccccc1CCC(=O)Nc1nc2ccccc2[nH]1 | -4 | 7 | -2 | 32 | 1 | -3.9 | -54 | -0.9 | -8
Cc1n[nH]c(=O)c2c(NC(=O)CSc3nn(-c4ccc(F)cc4)c(=S)s3)oc(C)c12 | -1 | . | 4 | . | 0 | . | 9 | . | .
Cc1ccc(S(=O)(=O)N(C)C(C)CCc2ccco2)cc1 (stereo unspecified) | -4 | . | -1 | . | 2 | . | 9 | . | .
COc1cc(/C=N/NC(=O)CNC(=O)/C=C/c2ccco2)cc(OC)c1OC | -7 | -17 | -3 | -2 | 7 | -1.8 | 3 | -0.1 | -1
Cc1ccc2nc(SCC(=O)Nc3ccc4c(c3)OCCO4)[nH]c2c1 | -2 | -8 | -1 | 13 | 4 | -1.1 | -15 | -2.0 | -5
COc1ccc(S(=O)(=O)N2CCCc3ccccc32)cc1OC | -12 | -3 | 1 | 12 | 6 | -2.4 | 7 | -3.4 | -9
CN1c2ccccc2C(=O)NC1c1ccc(Cl)cc1 (stereo unspecified) | 0 | 9 | -5 | 17 | 5 | -2.9 | -5 | -2.4 | 3
Cc1cc(-n2c(SCC(=O)Nc3ccc(Br)cc3)nc3n[nH]c(C)c3c2=N)ccc1Cl | -7 | 0 | 6 | -4 | 4 | -1.4 | -6 | -3.5 | -2
CC(NC(=O)CSc1nc2ccccc2n1CCC#N)c1ccc(F)cc1 (stereo unspecified) | -2 | -8 | 5 | -7 | 0 | -1.0 | -4 | -2.1 | 0
COc1cc(OC)cc(C(=O)N[C@H](C(=O)OCC(=O)Nc2ccc3c(c2)OCO3)C(C)C)c1 | -7 | . | 6 | . | -2 | . | -21 | . | .
OC(COc1cccc2ccccc12)CN1CCN(c2cccc(Cl)c2)CC1 (stereo unspecified) | -15 | 7 | -6 | -16 | 1 | -0.3 | -19 | -1.1 | -55
Oc1ccc(/C=N/Nc2nc(N3CCCCCC3)nc(N3CCCCCC3)n2)c(O)c1 | 2 | 8 | 0 | -32 | -2 | -4.8 | 1 | -1.6 | 1
O=C(O)/C=C/C(=O)Nc1ccc(OC(F)(F)F)cc1 | -2 | -8 | -1 | 23 | 0 | -2.3 | 11 | -2.6 | -4
Cn1c(C(=O)N2CCCCCC2)cc2c(=O)n(C)c3ccccc3c21 | 0 | 2 | 4 | 8 | 0 | 8.2* | -30 | -1.7 | -4
Cc1cnc(C(=O)N2CCCC(N3CCN(c4ccccc4C)CC3)C2)cn1 (stereo unspecified) | -1 | -5 | 1 | 2 | 1 | -4.6 | 1 | -2.3 | 6
COc1ccc(OC)c(N2C(=O)C(Cl)=C(N3CCCCC3)C2=O)c1 | -6 | -11 | 5 | 5 | -6 | -2.8 | -3 | -1.6 | 3
COc1ccc2oc(=N)c(C(=O)Nc3ccccc3)cc2c1 | 3 | -12 | 5 | 19 | 3 | -1.9 | 1 | -5.9 | 1
Cc1csc(NC(=O)CCc2nc3ccccc3s2)n1 | -3 | 18 | 3 | 17 | 0 | -1.1 | -1 | -3.5 | 1

Carrying on:
molecule | GalR3 antagonist | p-CIP stab down | IDE cell inh | SUMO HTRF inh | IDE act | VIM-2 inh | CRFR2-BP antag | IMP-1 inhibitor | NS3 helicase inh
CCOC(=O)C1CCN(Cc2c(C(=O)N3CCOCC3)nc3c(C)cccn23)CC1 | -2 | 6 | 10 | 8 | -1 | -4.8 | -3 | -2.3 | 26
CC1Cc2ccccc2N1C(=O)CSc1nnnn1Cc1ccccc1 (stereo unspecified) | 1 | -2 | -4 | 6 | 3 | -2.5 | -45 | -3.4 | 2
CCOC(=O)N1CCN(S(=O)(=O)c2ccc3c(c2)C(C)C(=O)N3)CC1 (stereo unspecified) | -7 | . | -3 | . | 2 | . | -1 | . | .
O=C(Cn1nnc2c(sc3nc4c(c(-c5ccccc5)c32)CCC4)c1=O)c1ccccc1 | 2 | -2 | 1 | -12 | 1 | -3.5 | 2 | -2.1 | -1
CCCC(=O)NCCc1ccc(F)cc1 | 1 | -11 | 2 | 8 | -5 | -1.0 | 25 | 2.4 | 4
CC(=O)c1cccc(NC(=O)NCc2cccnc2)c1 | . | 4 | 2 | -3 | 1 | -2.2 | 8 | -1.7 | -2
CC1CCN(C(=O)CN(c2ccccc2)S(=O)(=O)N(C)C)CC1 | 0 | -3 | -2 | -2 | 2 | 0.8 | 13 | 0.0 | 0
Cc1cc(C)nc(SCC(=O)Nc2nc(-c3ccccc3)c(-c3ccccc3)o2)n1 | -5 | 8 | -1 | -19 | -1 | -1.4 | -2 | -5.1 | -9
C[C@@H](CSc1ccc(Br)cc1)CN1CC[C@H](O)CCC1=O | -7 | . | 5 | . | -12 | . | 3 | . | .
COc1ccc(NC(=O)CN(C)C(=O)/C=C/c2cn(Cc3ccccc3)nc2-c2cccnc2)cc1 | -4 | . | 3 | . | 1 | . | 14 | . | .
O=c1[nH]c(CSc2ncccn2)nc2c1cnn2-c1ccccc1 | 1 | -1 | 3 | -6 | 5 | -1.3 | 6 | -2.1 | 3
CC(NS(=O)(=O)c1ccc(Br)cc1)C(N)=O (stereo unspecified) | -6 | -10 | 1 | -11 | 9 | 0.0 | 12 | -1.9 | 6
Cc1ccc(S(=O)(=O)N2CCN(C3CC(=O)N(Cc4ccccc4)C3=O)CC2)cc1C (stereo unspecified) | -2 | 3 | 7 | 5 | 1 | -0.3 | 14 | -3.6 | -13
CC(=O)N1CCN(C(=O)c2ccc(Cl)c(S(=O)(=O)N3CC(C)OC(C)C3)c2)CC1 (stereo unspecified) | -1 | . | 4 | . | 4 | . | 6 | . | .
CC(/C=C1\SC(=S)N(NS(=O)(=O)c2ccc(C)cc2)C1=O)=C\c1ccccc1 | 6 | 1 | 0 | 59* | 1 | -3.6 | -9 | -3.8 | 43*
CCOc1ccc(CCNC(=O)CS(=O)Cc2nc(-c3ccc(OC)c(OC)c3)oc2C)cc1OCC (stereo unspecified) | 5 | -6 | 6 | 3 | 5 | -0.7 | 6 | -3.2 | 3
COc1cccc2cc(-c3nnc(SCC(=O)Nc4cc(C(F)(F)F)ccc4Cl)n3N)oc12 | -4 | -2 | 5 | 18 | 2 | -3.5 | -3 | -1.5 | 4
CCc1cccc(C)c1NC(=O)Nc1c(Br)cnn1C | . | 1 | 6 | -2 | 3 | -1.2 | 6 | -3.8 | -6
CCCC1C2C(=O)N(c3ccc(OC)cc3)C(=O)C2ON1c1ccccc1 (stereo unspecified) | 0 | 6 | 1 | 13 | 3 | -3.9 | -5 | -6.2 | -1
CCc1ccccc1NC(=S)Nn1cnnc1 | 5 | 0 | . | 4 | -2 | -2.9 | . | -1.3 | 20
CN(C)/C=C/C(=O)c1ccccc1OCc1cnc(Cl)s1 | -7 | -1 | -1 | 22 | -3 | -0.9 | 1 | -2.0 | -5
COc1ccc(NC(=O)Cn2c(=O)oc3cc(S(=O)(=O)N4CCCC4)ccc32)cc1 | -2 | -21 | 1 | 8 | -1 | -1.0 | -11 | -5.2 | 20
COc1ccc(C)cc1NC(=O)CCC(=O)Nc1nnc(C(F)(F)F)s1 | 0 | -3 | 2 | -9 | 4 | -1.2 | -10 | -1.8 | 2
CNS(=O)(=O)c1cccc(C(=O)NNC(=O)c2ccc(COc3ccccc3)cc2)c1 | 2 | -2 | 2 | 7 | 1 | -2.9 | 3 | -2.7 | -7
Cn1c(SC(C(=O)Nc2ccc(F)cc2)c2ccccc2)nc2ccccc21 (stereo unspecified) | -5 | 6 | 0 | -41 | -1 | -1.9 | 3 | -1.2 | -16

Next section.
molecule | GalR3 antagonist | p-CIP stab down | IDE cell inh | SUMO HTRF inh | IDE act | VIM-2 inh | CRFR2-BP antag | IMP-1 inhibitor | NS3 helicase inh
COC(=O)/C=C/C(=O)Nc1ccc(O)c(Cl)c1 | -1 | -5 | 4 | 13 | 9 | -1.2 | 9 | -1.8 | 2
CC(=O)c1cccc(CN2CCCC(C(=O)c3ccc4c(c3)OCO4)C2)c1 (stereo unspecified) | -5 | -11 | 1 | 12 | -2 | 0.6 | 1 | -1.3 | -2
CCCCNC(=O)c1ccc(Cn2c(=S)[nH]c3c([nH]c4ccc(OC)cc43)c2=O)cc1 | -1 | -1 | -2 | 53* | 5 | -3.3 | 22 | -4.1 | 9
O=C(O)c1ccc(CNCc2ccc(Cl)cc2Cl)cc1 | 2 | -6 | -6 | 3 | 2 | -3.6 | -7 | -2.2 | -2
Nc1nc(SCc2cccc(Br)c2)n[nH]1 | -6 | -6 | . | -9 | -3 | -2.5 | 8 | -3.4 | 9
Cc1ccc(NC(=O)Cn2c(=O)n(CCCC(=O)NCc3ccco3)c(=O)c3ccccc32)cc1 | -1 | -6 | 0 | 22 | 0 | -4.8 | -11 | -3.8 | 11
CCN(CC)S(=O)(=O)c1ccc(N2CCOCC2)c(NC(=O)C2=COCCO2)c1 | -2 | -6 | -3 | 11 | 2 | 0.2 | -14 | -0.8 | -4
Cn1c(SCC(=O)N2CCCc3ccccc32)nc2cccnc21 | -5 | 2 | -6 | 13 | 1 | -2.1 | 56* | -3.4 | -5
CCN1CCN(Cc2ccc(NC(=O)c3cc(NC(=O)c4cc(-c5ccc(OC)cc5)n[nH]4)cc(OC)c3)cc2C(F)(F)F)CC1 | 6 | -8 | 11 | -25 | 0 | . | -5 | . | .

Compounds as they come (roughly 3.2% active in at least one column).
